# Screens: PubChem BioAssay, National Center for Advancing Translational Sciences (NCATS)
# GLP1R ag: activates the human GLP-1 receptor. P43220. HEK293 GLP-1R CRE-luciferase, luminescence, 4-6 h; cells express a hypersensitive GLP-1R form. Potency, µM (doses to about 45.6 µM), for the others: at the highest dose activation, most hits filed as activators. 0.007% of 380,000 active. AID 624172; note: potency is the fitted concentration of half-maximal effect; % of control where 0% means no effect
# Target sequence (P43220 whole entry, looked up): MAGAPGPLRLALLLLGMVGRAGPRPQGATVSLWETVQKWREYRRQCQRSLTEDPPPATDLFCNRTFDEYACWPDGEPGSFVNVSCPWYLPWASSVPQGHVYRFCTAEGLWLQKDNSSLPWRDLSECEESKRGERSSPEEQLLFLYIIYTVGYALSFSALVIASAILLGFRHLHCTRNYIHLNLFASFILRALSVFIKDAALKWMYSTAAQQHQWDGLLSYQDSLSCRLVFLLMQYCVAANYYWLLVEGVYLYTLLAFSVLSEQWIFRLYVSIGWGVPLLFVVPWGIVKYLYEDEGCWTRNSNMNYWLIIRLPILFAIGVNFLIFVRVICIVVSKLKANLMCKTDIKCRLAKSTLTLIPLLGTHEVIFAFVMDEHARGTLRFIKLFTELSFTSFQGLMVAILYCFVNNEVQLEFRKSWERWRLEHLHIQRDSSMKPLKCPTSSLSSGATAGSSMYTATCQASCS
# HT1080 IDH1KD tx: HT-1080 IDH1 knockdown cell toxicity (counter line); HT-1080 IDH1 knockdown viability, ATP luminescence, 48 h; 2% of 360,000 active; Potency, µM (top dose mostly 46.1 µM), without a hit: top-dose activity, negative = toxicity, usual class: cytotoxic; AID 686971;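 note: potency is the fitted concentration of half-maximal effect; 0% = DMSO wells and -100% = cell-free medium wells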
#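 CellTiter-Glo luminescence after 48 h compound exposure at 37 degrees C of IDH1-knockdown HT-1080 cells in 5% FBS RPMI. %Activity scaled between DMSO wells and cell-free media wells, with curves fitted and assigned curve classes.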
# DRD3 agonist: agonists of human D3 dopamine receptor; P35462; D3R DiscoveRx beta-arrestin cells, luminescence, 90 min; max activation, %; 0.58% of 410,000 active; AID 652048; in the data active = max activation above about 30%; note: 0% is about no effect; mostly tested at two doses, the higher about 12 µM
# Target sequence (P35462 whole entry, looked up): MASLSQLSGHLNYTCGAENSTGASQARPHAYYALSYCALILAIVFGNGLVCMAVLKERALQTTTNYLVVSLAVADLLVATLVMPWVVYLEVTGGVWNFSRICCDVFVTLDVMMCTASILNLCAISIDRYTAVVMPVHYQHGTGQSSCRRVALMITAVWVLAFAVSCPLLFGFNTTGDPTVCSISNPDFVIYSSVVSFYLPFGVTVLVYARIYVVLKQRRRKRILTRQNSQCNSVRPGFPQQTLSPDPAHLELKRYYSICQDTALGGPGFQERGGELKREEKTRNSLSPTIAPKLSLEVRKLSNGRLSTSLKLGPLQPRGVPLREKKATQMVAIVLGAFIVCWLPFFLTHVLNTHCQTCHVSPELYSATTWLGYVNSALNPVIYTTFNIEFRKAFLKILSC
#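 Agonist mode: compounds and dopamine controls were applied to plated cells for 90 min at 37 degrees C after an overnight attachment at 1500 cells/well. Luminescent read-out followed 30 - 60 minutes at room temperature with DiscoveRx detection reagent.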
# HT1080NT lethal: kills 2HG-producing HT-1080-NT fibrosarcoma cells. HT-1080-NT fibrosarcoma viability, CellTiter-Glo ATP luminescence, 48 h. Potency, µM (top dose mostly 46.1 µM), without a hit: at the highest dose activity, negative = less viability, actives largely listed as cytotoxic. 1.6% of 360,000 active;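 note: NT is the 2HG producing partner of a matched IDH1 knockdown line; potency is the fitted concentration of half-maximal effect; 0% = DMSO-treated cells and -100% = media-only wells without cells; nearly all actives have a fitted effect of over 55% in size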
#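 HT-1080-NT fibrosarcoma cells (2HG-overproducing), 750 cells/well in RPMI with 5% FBS, dosed after 2 h and incubated 48 h at 37C. CellTiter-Glo luminescence normalized to DMSO and no-cell wells; concentration-response curves fitted and classed.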
# KB-V1 MDR tox: kills drug-selected multidrug resistant KB-V1 cells | KB-V1 MDR cells viability, CellTiter-Glo, 72 h | Potency, µM (titrated, usually from 46.1 µM), for inactives: top-dose activity change, negative = cytotoxicity, hits mostly cytotoxic | 3.4% of 400,000 active | AID 1347076; note: potency is the fitted concentration of half-maximal effect; % is set by controls: 0 for no effect and ±100 for the full control effect; nearly all actives have a fitted effect of over 60% in size
#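 KB-V1 MDR subline cells in DMEM (phenol-red free, 10% FBS) exposed to compounds in qHTS concentration series for 72 h at 37 degrees C. Viability read by CellTiter-Glo luminescence; concentration-effect curves fitted after normalization and correction.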
# DRD3 antagonist: D3 dopamine receptor (human) antagonism. 2.5% of 360,000 active. P35462. D3R cells, DiscoveRx beta-arrestin luminescence, antagonist mode; hits give low values. max response, negative = inhibition, %; in the data active = max response below about -50%; inconclusive = no clear call, values can overlap the other calls; note: % is set by controls: 0 for no effect and ±100 for the full control effect; mostly tested at two doses, the higher about 12 µM
#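 Cells expressing the human receptor were seeded at 1500 cells/well, incubated overnight at 37 degrees C in 5% CO2, then exposed to library compounds with dopamine controls for 90 minutes at 37 degrees C before luminescent detection.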
# SW480 rerep: DNA re-replication induction in SW480 cells; 1.8% of 340,000 active; Potency, µM (series often up to 46.1 µM), inactives show at the top dose re-replication activation, hits mostly activators; SW480 DNA re-replication, Hoechst DNA content imaging, 48 h; note: potency is the fitted concentration of half-maximal effect; % of control where 0% means no effect; nearly all actives have a fitted effect of over 55% in size
#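 Quantitative HTS format with DMSO vehicle controls; 48 hr drug incubation at 37 C, then 40 min Hoechst staining and scanning imager measurement at 405 nm excitation.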
# KB-3-1 cytotox: KB-3-1 parental cell cytotoxicity | KB-3-1 viability, CellTiter-Glo ATP luminescence, 72 h | Potency, µM (series often up to 46.1 µM), inactives show at the highest dose activity change, negative = cytotoxic, most hits filed as cytotoxic | 1.4% of 400,000 active; note: potency is the fitted concentration of half-maximal effect; % is set by controls: 0 for no effect and ±100 for the full control effect; nearly all actives have a fitted effect of over 60% in size
#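 Here the drug-naive KB-3-1 line serves as comparator for MDR sub-line selectivity; cells received compound titrations, 72 h at 37 °C, then CellTiter-Glo readout.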
# IL1B secr inh: inflammasome signaling inhibition, IL-1 beta readout. THP-1 LPS/ATP IL-1B secretion, AlphaLISA, 16 h; hits give low values. activity change, % at 57.5 µM. 4.7% of 360,000 active; in the data active = activity change below about -50%; inconclusive = mostly about -30% to -49%; note: % is set by controls: 0 for no effect and ±100 for the full control effect
#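 THP-1 cells pretreated 1 hr with compounds (up to 57.5 uM final), then stimulated with LPS (250 ng/mL final) plus ATP (1.25 mM final); secreted IL-1B measured by AlphaLISA after 16 hr, decreased signal indicating inhibition.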
# An asterisk follows results filed as active; ? = inconclusive; nt = no result given; [ ] = dose if it differs, or a comment. Unless noted, calls come from the whole dose curve; as a rule, active = well fitted curve in the direction sought with a large enough effect; inconclusive = small, poorly fitted or top-dose-only effect, or another doubt; inactive = no such curve, though single readings can be large; an effect the other way counts as inactive or inconclusive.
SMILES,GLP1R ag,HT1080 IDH1KD tx,DRD3 agonist,HT1080NT lethal,KB-V1 MDR tox,DRD3 antagonist,SW480 rerep,KB-3-1 cytotox,IL1B secr inh
CS(=O)(=O)N1CCN(c2ccc(NC(=O)c3ccccc3)cc2)CC1,15%,1%,1,-1%,6%,10,-96%[inhibitor],0%,-13
CCOc1ccc(N2C(=O)c3ccccc3C2O)cc1 (stereo not drawn),2%,-15%,15,9%,-1%,82,-1%,-14%,-20
COc1cc(OC)cc(C(=O)NNC(=O)CCc2ccccc2)c1,-3%,8%,5,0%,-1%,18,-11%,1%,-10
COCCn1c(SCC(=O)Nc2nc(C)c(Cl)cc2Cl)nc2ccccc21,3%,-8%,2,-21%,?,-12,-7%,7%,10
CC(C)NC(=O)C1CCCN(S(=O)(=O)c2cccc3nonc23)C1 (stereo not drawn),9%,2%,0,6%,5%,9,-12%,5%,7
Cc1ccc2nc(Cl)c(C3CC(c4ccco4)=NN3C(=O)CCCC(=O)O)cc2c1 (stereo not drawn),0%,-4%,-10,-20%,-8%,-22,?,-4%,6
COc1cccc(Cn2cnc3c(NS(=O)(=O)c4ccc(Cl)cc4Cl)c(C)c(C)cc32)c1,-6%,-14%,20,-18%,?,0,5%,-14%,-11
OCCC1CN(Cc2ccccn2)CCN1C1CCCC1 (stereo not drawn),3%,2%,-9,3%,9%,5,-140%[inhibitor],-3%,-2
O=C(Cc1cccc2ccccc12)Nc1ccccc1Br,16%,2%,-4,2%,-4%,-1,-9%,4%,19
Cc1cc(NC(=O)Cc2ccc(Br)cc2)no1,-6%,-1%,4,2%,7%,8,?,27%,17
Cc1ccc(C)c2[nH]c(=O)c(CCNC(=O)CC(C)(C)C)cc12,-5%,8%,-4,28%,12%,0,-3%,28%,-10
COc1ccc(N=C2C(=O)N3CCCc4cccc2c43)cc1,0%,1%,-7,-13%,3%,-12,-6%,2%,1
COc1ccc(CCNC(=O)CSc2nc3[nH]ncc3c(=O)n2-c2ccc(C)c(Cl)c2)cc1OC,-1%,-1%,-1,-1%,-9%,-29,?,-21%,-4
Cc1ncc([N+](=O)[O-])n1CCOC(=O)Nc1ccc(Cl)c(Cl)c1,1%,-17%,0,-2%,-13%,?,1%,-10%,?
COc1ccc(NC(=O)c2cccc(S(=O)(=O)NCc3ccco3)c2)c(OC)c1,8%,-8%,-6,0%,5%,-19,-69%[inhibitor],18%,-3
COc1ccc(-c2csc3ncnc(N4CCN(Cc5ccccc5)CC4)c23)cc1,9%,0%,6,1%,?,-26,-1%,-61%,-3
COc1cc(CC(CC(=O)O)CC(C)OCc2ccccc2)cc(OC)c1 (stereo not drawn),11%,16%,0,11%,-17%,4,-3%,-1%,31
CN(C(=O)CC1C(=O)NCCN1Cc1ccc(F)cc1Cl)C1CCCCC1 (stereo not drawn),5%,-6%,-15,2%,-2%,8,-2%,4%,7
COc1ccc(C)cc1NC1=C(Cl)C(=O)N(C2CCCCC2)C1=O,-23%,5%,1,-3%,-2%,17,-5%,10%,4
Cc1n[nH]c(C)c1C(=O)CC1(O)C(=O)N(CCc2ccccc2)c2ccc(Cl)cc21 (stereo not drawn),4%,-19%,0,-27%,-15%,6,1%,-3%,5
Cc1ccc(C2CC(C(F)(F)F)n3ncc(C(N)=O)c3N2)cc1 (stereo not drawn),-19%,9%,6,4%,10%,-27,1%,11%,12
CN(C(=O)CSc1nnc(C2CC2)n1C)C1CCCc2ccccc21 (stereo not drawn),-1%,1%,-8,3%,-7%,-27,-15%,2%,14
CCn1cc(/C=N\NC(=O)Cc2ccc([N+](=O)[O-])cc2)c(C)n1,1%,5%,-1,7%,-4%,-1,-6%,15%,13
Oc1ccccc1C(=S)N1CCN(c2cccc(Cl)c2)CC1,11%,-18%,-6,-12%,-27%,-8,-1%,-1%,-97*
O=C(COc1nsnc1N1CCOCC1)Nc1ccccc1Cl,-1%,9%,-2,12%,-7%,1,-17%,-6%,-13
O=C(COc1ccccc1F)NC12CC3CC(CC(C3)C1)C2,13%,-27%,2,-29%,-26%,9,10%,1%,0
Cc1cc(NC(=O)CCc2ccc(C)o2)no1,-3%,-4%,-11,-4%,-17%,-14,30%,0%,-5
O=C(NC1CCCCCC1)C(=S)NCCc1ccccc1,-1%,-1%,4,1%,9%,13,-83%[inhibitor][1.84 µM],4%,-10
Cc1cc(F)ccc1S(=O)(=O)N1CCCOC1CNC(=O)C(=O)NCCc1ccccc1 (stereo not drawn),4%,5%,3,0%,?,13,-4%,11%,0
COc1ccccc1CNS(=O)(=O)c1c(C)[nH]c(=O)[nH]c1=O,1%,20%,-8,0%,6%,10,-21%,21%,14
CCSc1nc2c(c(=O)n1Cc1ccccc1)SC(C)C2 (stereo not drawn),21%,-14%,2,0%,?,-6,-17%,1%,?
Cc1ccc(C2=N/C(=C\c3cccnc3)C(=O)O2)cc1,-13%,2%,-9,-1%,12%,-22,nt,0%,9
COC(=O)/C(=C/c1cccc([N+](=O)[O-])c1)NC(=O)c1ccc(OC)cc1,0%,16%,-2,18%,1%,6,-4%,3%,-22
COc1cc(C2C(=O)N(C3CCCC3)CC(=O)N2Cc2ccco2)ccc1OC(C)C (stereo not drawn),11%,-1%,5,9%,3.7µM*,24,-3%,1%,-10
COc1ccc(C(=O)CNc2cccc(F)c2)cc1,6%,9%,-6,8%,27%,-20,25%,-6%,-12
O=C(NCc1ccco1)c1ccc2nc([C@@H]3O[C@H](CO)[C@H](O)[C@H](O)[C@H]3O)[nH]c2c1,-7%,7%,2,18%,3%,16,nt,0%,21
CC(=O)N(C)c1ccc(NC(=S)Nc2ccccc2)cc1,7%,12%,-14,-1%,?,-27,-5%,-1%,-5
Cc1ccc(S(=O)(=O)C2(S(=O)(=O)c3ccc(C)cc3)CCCC2)cc1,0%,12µM*,4,?,?,10,4.5µM*,6.5µM*,-2
CCOCCn1cnc2sc(C(=O)NCC(=O)OCC)c(C)c2c1=O,15%,23%,2,17%,0%,44,-4%,10%,38
Cc1nn2c(N3CCOCC3)c3c(nc2c1-c1ccccc1)CCCC3,3%,-3%,10,0%,?,9,-1%,?,-18
CC(=O)c1sc(NS(=O)(=O)c2ccc(C)cc2)nc1-c1ccccc1,2%,-6%,-13,-5%,1%,-9,-14%,1%,-7
CCOC(=O)N1CCC(NC(=O)CS(=O)(=O)Cc2nc(-c3ccc(OC)cc3)oc2C)CC1,6%,-2%,0,2%,-6%,8,-1%,-1%,0
CCOC(=O)N(C)[C@H]1C[C@H]2c3[nH]c4ccccc4c3CCN2C[C@H]1[C@H](C)O,1%,-12%,1,-8%,0%,0,nt,0%,0
Cc1ccccc1/C=N/NC(=O)Cc1ccc(Cl)cc1,17%,-13%,-20,-17%,-12%,-14,-9%,2%,0
COc1ccc(/C=C(/C#N)c2cccnc2)cc1OC,27%,2%,17,-4%,?,18,-41%[inhibitor],0%,-15
O=C(O)c1ccc(S(=O)(=O)NCc2ccc3c(c2)OCO3)cc1,-6%,0%,-2,-5%,?,10,-19%,-3%,-8
O=C(NCc1ccco1)c1cccc(Br)c1,-7%,7%,6,6%,-8%,-1,2%,1%,0
COc1ccc(/C=C/C(=O)Nc2c(C)nn(C)c2C)cc1COc1ccc(Cl)cc1Br,9%,-7%,24,24%,7%,16,2%,15%,?

# A draw from above in order of molar mass, low to high:
SMILES,GLP1R ag,HT1080 IDH1KD tx,DRD3 agonist,HT1080NT lethal,KB-V1 MDR tox,DRD3 antagonist,SW480 rerep,KB-3-1 cytotox,IL1B secr inh
COc1ccc(/C=C(/C#N)c2cccnc2)cc1OC,27%,2%,17,-4%,?,18,-41%[inhibitor],0%,-15
CC(=O)N(C)c1ccc(NC(=S)Nc2ccccc2)cc1,7%,12%,-14,-1%,?,-27,-5%,-1%,-5
O=C(O)c1ccc(S(=O)(=O)NCc2ccc3c(c2)OCO3)cc1,-6%,0%,-2,-5%,?,10,-19%,-3%,-8
CCOCCn1cnc2sc(C(=O)NCC(=O)OCC)c(C)c2c1=O,15%,23%,2,17%,0%,44,-4%,10%,38
CCOC(=O)N(C)[C@H]1C[C@H]2c3[nH]c4ccccc4c3CCN2C[C@H]1[C@H](C)O,1%,-12%,1,-8%,0%,0,nt,0%,0
Cc1ccc(S(=O)(=O)C2(S(=O)(=O)c3ccc(C)cc3)CCCC2)cc1,0%,12µM*,4,?,?,10,4.5µM*,6.5µM*,-2

# Next section:
SMILES,GLP1R ag,HT1080 IDH1KD tx,DRD3 agonist,HT1080NT lethal,KB-V1 MDR tox,DRD3 antagonist,SW480 rerep,KB-3-1 cytotox,IL1B secr inh
COc1ccc(C(CCN2CCCC(C)C2)c2c(OC)cc(OC)c3c(C)cc(=O)oc23)cc1 (stereo not drawn),17%,-7%,-67,-7%,14%,-89*,1%,3%,-29
Cc1ccc(S(=O)(=O)Nc2ccccc2F)cc1C(=O)N1CCN(c2ccccc2O)CC1,-5%,-3%,-6,-10%,0%,-5,-2%,25%,24
C=CCOc1ccc(CNC(C)(C)CO)cc1OC,17%,16%,-5,22%,6%,-18,-1%,4%,-2
S=C(c1ccc(N2CCCC2)cc1)N1CCCCC1,1%,-27%,-8,-2%,-24%,?,-18%,?,-19
c1ccc(CCN=C2CCCc3c2[nH]c2ccccc32)cc1,11%,24%,-2,3%,?,-10,-7%,13µM*,6
O=C1Nc2cc(Cl)c(Cl)cc2N(O)N1c1ccc(Cl)cc1,6%,7%,0,2%,-9%,18,0%,0%,9

# Complete entries as entered above. Order of screens: GLP1R ag	HT1080 IDH1KD tx	DRD3 agonist	HT1080NT lethal	KB-V1 MDR tox	DRD3 antagonist	SW480 rerep	KB-3-1 cytotox	IL1B secr inh
# `O=C1Nc2cc(Cl)c(Cl)cc2N(O)N1c1ccc(Cl)cc1` is entered as 6%	7%	0	2%	-9%	18	0%	0%	9
# `c1ccc(CCN=C2CCCc3c2[nH]c2ccccc32)cc1` is entered as 11%	24%	-2	3%	?	-10	-7%	13µM*	6
